# PL synth Enamine = blocks phospholipid synthesis in CHO cells, Enamine compounds; ZR-82 CHO cells, pyrene fatty acid UV survival, CellTiter Blue; peroxisome-deficient CHO-K1 mutant line; plus DGAT-1, DGAT-2 and ACAT inhibitors; calls only at 10 µM; 0.4% of 20,000 active;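 active means cell survival signal 2 SD away from solvent-only control wells, confirmed on one or two retests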;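 further: 3 h compound exposure then viability read about one day after UV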
# Calls only; i = inactive.
molecule | PL synth Enamine
CCOP(=O)(OCC)C(NC(=O)OC)C(F)(F)F (stereo unspecified) | i
Cc1cc(C(=O)C(Cl)(Cl)Cl)c(C)n1C | i
O=C1NC(=O)C(C2CCS(=O)(=O)C2)C(=O)N1 (stereo unspecified) | i
C=Cn1ccnc1P(=S)(c1ccc(N(C)C)cc1)c1nccn1C=C | i
COc1cc(/C=N/N=C/c2ccc(OP(=S)(c3ccncc3)c3ccncc3)c(OC)c2)ccc1OP(=S)(c1ccncc1)c1ccncc1 | i
FC(F)(F)c1ccc(-n2ccnc2)c(NP(=S)(c2ccccc2)c2ccccc2)c1 | i
O=P(OC(c1ccc(F)cc1)C(F)(F)F)(c1ccccc1)c1ccccc1 (stereo unspecified) | i
Cn1cc[n+](C)c1P(=S)(c1ccccc1)c1ccccc1 | i
O=[N+]([O-])c1cc(Cl)ccc1N1CCNCC1 | i
CC(C)CC(=O)NC(O)C(Cl)(Cl)Cl (stereo unspecified) | i

# An excerpt of these results, as labelled records.
Cc1cc(C(=O)C(Cl)(Cl)Cl)c(C)n1C
  PL synth Enamine: i

O=C1NC(=O)C(C2CCS(=O)(=O)C2)C(=O)N1 (stereo unspecified)
  PL synth Enamine: i

C=Cn1ccnc1P(=S)(c1ccc(N(C)C)cc1)c1nccn1C=C
  PL synth Enamine: i

COc1cc(/C=N/N=C/c2ccc(OP(=S)(c3ccncc3)c3ccncc3)c(OC)c2)ccc1OP(=S)(c1ccncc1)c1ccncc1
  PL synth Enamine: i

# By substructure: those above containing nitrogen in an aromatic ring (5)
molecule | PL synth Enamine
Cc1cc(C(=O)C(Cl)(Cl)Cl)c(C)n1C | i
C=Cn1ccnc1P(=S)(c1ccc(N(C)C)cc1)c1nccn1C=C | i
COc1cc(/C=N/N=C/c2ccc(OP(=S)(c3ccncc3)c3ccncc3)c(OC)c2)ccc1OP(=S)(c1ccncc1)c1ccncc1 | i
FC(F)(F)c1ccc(-n2ccnc2)c(NP(=S)(c2ccccc2)c2ccccc2)c1 | i
Cn1cc[n+](C)c1P(=S)(c1ccccc1)c1ccccc1 | i

# Remaining list, next part
molecule | PL synth Enamine
N=c1ccccn1Cc1ccccc1 | i
Nc1[nH]nc2c1C(c1ccccc1)=NP(c1ccccc1)(c1ccccc1)=N2 | i
S=P(N/N=C1\CN2CCC1CC2)(c1ccccc1)c1ccccc1 | i
Cc1ccc(P(=Nc2cccc3ccccc23)(Oc2cccc(Br)c2)C(C)(C)C)o1 (stereo unspecified) | i
c1ccn2c(C3CCNCC3)nnc2c1 | i
COc1ccc(NP(=O)(OCC(F)(F)F)Oc2ccccc2)cc1 (stereo unspecified) | i
O=[P+](Cc1ccccc1)Cc1ccccc1 | i
CC1(C)CC(=O)c2sc(N[N+](=O)[O-])nc2C1 | i
c1nc(N2CCNC3(CCCCC3)C2)c2c3c(sc2n1)CCC3 | i
CCN(CC)P(=S)(c1c(C)n(CC)c2cccc[n+]12)N(CC)CC | i

# The list continues:
molecule | PL synth Enamine
S=P(Cc1ccccc1)(Cc1ccccc1)N1CCCCC1 | i
O=C(c1cc([N+](=O)[O-])c[nH]1)C(Cl)(Cl)Cl | i
Clc1cnc(Oc2ccc(Oc3ncc(Cl)cc3Cl)cc2)c(Cl)c1 | i
CN1CCN(c2c([N+](=O)[O-])cc(C(F)(F)F)cc2[N+](=O)[O-])CC1 | i
Cc1ccc(N=C(N(C)C)P(=O)(N(C)C)N(C)C)cc1 | i
O=c1[nH]c(=S)[nH]c(O)c1N=Nc1cc2c(cc1[N+](=O)[O-])OCO2 | i
S=C(NNP(=S)(c1ccccc1)c1ccccc1)Nc1ccccc1 | i
O=P(Oc1ccccc1)(Oc1ccccc1)N1CCN(c2ccc(F)cc2)CC1 | i
COc1cc(OC)c(/C=N/NP(=S)(c2ccccc2)c2ccccc2)c(OC)c1 | i
O=[N+]([O-])c1ccc(N2CCOCC2)c2ccncc12 | i

# (cont.)
molecule | PL synth Enamine
CCOC(=O)P(=O)(O)O | i
Cc1ccc(C)n1C1CC(C)(C)NC(C)(C)C1 | i
COc1ccc(NP(=O)(Oc2ccccc2F)Oc2ccccc2F)cc1 | i
O=P(Nc1cccc(Cl)c1)(Oc1ccccc1)Oc1ccccc1 | i
S=P(Nc1ccccn1)(c1cccc2ccccc12)c1cccc2ccccc12 | i
CN1/C(=C\P(=S)(N2CCOCC2)N2CCOCC2)C(C)(C)c2ccccc21 | i
OC1(c2ccc(F)cc2)C[N+]2=C(SCCC2)N1Cc1ccccc1 (stereo unspecified) | i
CNP(=O)(Oc1ccccc1)OC12CC3CC(CC(C3)C1)C2 (stereo unspecified) | i
COc1ccc(S(=O)(=O)NC2CN3CCC2CC3)cc1Br (stereo unspecified) | i
O=C(O)CN1C2=[N+](CCS2)CC1c1ccccc1 (stereo unspecified) | i

# More structures:
molecule | PL synth Enamine
S=P(NN=C1CCCCCCCCCCC1)(c1ccccc1)c1ccccc1 | i
Cc1cc(C=C2C(=O)NC(=S)NC2=O)c(C)n1C1CCCC1 | i
CN1CCN(/N=C/c2ccc(OP(=S)(c3ccncc3)c3ccncc3)cc2)CC1 | i
O=C1NC(=S)NC(=O)C1=Cc1cn(-c2ccccc2)nc1-c1cc2c(ccc3ccccc32)oc1=O | i
O=P1(N2CCC(Cc3ccccc3)CC2)CC=CC1 | i
O=P(C=C(Cl)c1ccccc1)(/C=C(\Cl)c1ccccc1)NCc1ccccc1 | i
O=[N+]([O-])c1ccc(N2CCNCC2)nc1 | i
CC(Nc1ccc([N+](=O)[O-])c2cnccc12)C12CC3CC(CC(C3)C1)C2 (stereo unspecified) | i
CC1(C)CC2CC(C)(C1)N2P(=O)(/C=C(\Cl)c1ccccc1)/C=C(\Cl)c1ccccc1 (stereo unspecified) | i
CCCn1c(N)c(C(=O)C(C)NCCO)c(=O)n(C)c1=O (stereo unspecified) | i
Cc1cc(C(C)(C)C)cc(C)c1C[N+]12CCN(CC1)CC2 | i
CCN(CC)P(=S)(c1ccc(/C=N/NC(N)=O)o1)N(CC)CC | i
Cc1nc2ccc(Cl)cn2c1P(=S)(N1CCOCC1)N1CCOCC1 | i
CN(C)P1(N(C)C)=Nc2nn(-c3ccccc3)c(N)c2C(C(Cl)(Cl)Cl)=N1 | i
CC1CCCC(O)CCCCCc2cc(O)cc(O)c2C(=O)O1 (stereo unspecified) | i

# New compounds follow.
molecule | PL synth Enamine
CN(C)c1ccc(P(=O)(N(C)C)N(C)C)cc1 | i
CCCCCOC(NC(=O)CC(C)C)C(Cl)(Cl)Cl (stereo unspecified) | i
Cc1c(/C=N/N(C)C)c2ccccc2n1C | i
O=C(O)CC/C(=N/NP(=S)(c1ccccc1)c1ccccc1)C(=O)O | i
CCN(CC)P1(=S)/C(=C2\N(C)c3ccccc3C2(C)C)C=NN1c1ccccc1 (stereo unspecified) | i
CCN(CC)P(=S)(c1nc2ccccc2n1CC)N(CC)CC | i
COc1ccc(/C=N/NP(=S)(c2ccccc2)c2ccccc2)cc1OC | i
Cc1cc(C(=O)NC2CCCCCC2)c(C)n1C1CC1 | i
OC12CCCCC1C(c1ccccc1)NCC2 (stereo unspecified) | i
NC1=NC(c2cccnc2)n2c(nc3ccccc32)N1 (stereo unspecified) | i
COP(=O)(OC)C(NC(C)=O)C(Cl)(Cl)Cl (stereo unspecified) | i
FC(F)Oc1ccc(/C=N/NP(=S)(c2ccccc2)c2ccccc2)cc1 | i
C1=C(c2ccccc2)CCN(Cn2nnc(-c3ccccc3)n2)C1 | i
CCN(CC)P(=S)(c1c(C)nc2ccccn12)c1c(C)nc2ccccn12 | i
COCCNP(=O)(c1ccccc1)c1nc2ccccc2s1 (stereo unspecified) | i

# Next part:
molecule | PL synth Enamine
CC(C)OP(=O)(C(O)C(Cl)(Cl)Cl)C12CC3CC(CC(C3)C1)C2 (stereo unspecified) | i
Cn1cccc1C(=O)NP(=O)(N1CCCCCC1)N1CCCCCC1 | i
O=P(OC12CC3CC(CC(C3)C1)C2)(OC12CC3CC(CC(C3)C1)C2)C(Cl)(Cl)Cl | i
S=c1n(CCc2ccccc2)c2ccccc2n1CN1CC=C(c2ccccc2)CC1 | i
Cn1nc(N)c2c1N=P(N1CCOCC1)(N1CCOCC1)N=C2c1ccccc1 | i
O=P(Oc1ccc(Cl)cc1)(Oc1ccc(Cl)cc1)Oc1ccc(Cl)cc1 | i
O=P(N1CCCCC1)(N1CCCCC1)C(Cl)(Cl)Cl | i
CC1(C)CC(=O)C/C(=N\NP(=S)(c2ccccc2)c2ccccc2)C1 | i
CN(Cc1ccc2c(c1)OCCO2)c1nc(-c2cccnc2)nc2ccccc12 | i
COC(=O)c1cc(C(O)(C(=O)OC)C(F)(F)F)c(N=CN(C)C)s1 (stereo unspecified) | i
O=P(Nc1ccccc1)(Oc1ccccc1)Oc1ccccc1 | i
Clc1ccc(Cn2ccnc2)cc1Cl | i
Nc1c2c(nc3sc4c(c13)CCCC4)CCCCC2 | i
CN(C)c1ccc2c(c1)C(=O)N(c1cccc(C(F)(F)F)c1)P2(=S)c1ccccc1 (stereo unspecified) | i
Nc1cc2nc3ccccc3nc2cc1N | i

# Given with each value named: entries from further up.
smiles: CN(C)c1ccc2c(c1)C(=O)N(c1cccc(C(F)(F)F)c1)P2(=S)c1ccccc1 (stereo unspecified)
  PL synth Enamine: i

smiles: CC(C)OP(=O)(C(O)C(Cl)(Cl)Cl)C12CC3CC(CC(C3)C1)C2 (stereo unspecified)
  PL synth Enamine: i

smiles: Nc1c2c(nc3sc4c(c13)CCCC4)CCCCC2
  PL synth Enamine: i

smiles: O=P(Nc1ccccc1)(Oc1ccccc1)Oc1ccccc1
  PL synth Enamine: i

# The listing continues:
molecule | PL synth Enamine
CC1(C)CC2=NN(c3ccccc3)P(=S)(Oc3ccccc3)C2=C(N2CCCCC2)C1 (stereo unspecified) | i
S=P(N=C(Nc1ccccc1)C(Cl)(Cl)Cl)(Nc1ccccc1)Nc1ccccc1 | i
CC(=O)C1C2NC(=S)NC1(C)Oc1ccccc12 (stereo unspecified) | i
CC1(C)COC(Nc2ccc(Cl)c(Cl)c2)=N1 | i
Cc1ccc(NP(=S)(N(C)C)C(Cl)(Cl)Cl)c(C)c1 (stereo unspecified) | i
NP1(=O)C=C(c2ccccc2)OC(c2ccccc2)=C1 | i
N=c1sccn1Cc1ccccc1Cl | i
O=P(C=C(Cl)c1ccccc1)(/C=C(\Cl)c1ccccc1)Nc1cc(Cl)cc(Cl)c1 | i
CN(C1CCCCC1)P(=O)(/C=C(\Cl)c1ccccc1)/C=C(\Cl)c1ccccc1 | i

# Ordered by length of the SMILES (falling): 7 of the compounds above.
molecule | PL synth Enamine
O=P(C=C(Cl)c1ccccc1)(/C=C(\Cl)c1ccccc1)Nc1cc(Cl)cc(Cl)c1 | i
Cc1ccc(NP(=S)(N(C)C)C(Cl)(Cl)Cl)c(C)c1 (stereo unspecified) | i
NP1(=O)C=C(c2ccccc2)OC(c2ccccc2)=C1 | i
CC(=O)C1C2NC(=S)NC1(C)Oc1ccccc12 (stereo unspecified) | i
CC1(C)COC(Nc2ccc(Cl)c(Cl)c2)=N1 | i
Nc1cc2nc3ccccc3nc2cc1N | i
N=c1sccn1Cc1ccccc1Cl | i

# Screening data (PubChem)

# These rows are one share of the data. The share of hits here may be higher or lower than overall.
